# High-throughput results (PubChem)
# Myeloid diff MLP: induction of myeloid progenitor differentiation, primary screen, cell-based, flow cytometry, MLPCN library | ER-HoxA9 myeloid progenitors, lysozyme-GFP differentiation | calls only at 10 µM | 360,000 tested, 1% active | AID 624256, 2012;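 active means normalized GFP-positive differentiation at or above the plate's own cutoff, the solvent-only control mean plus 3 SD; inconclusive means no clear call, values can overlap the other calls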;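 further: cells exposed to compound for four days before flow analysis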
# Autophagy mod: autophagy modulators in MEF cells, primary screen, imaging, high-content, MEF GFP-LC3. AID 463193, 2010. calls only at 10 µM (by protocol). 190,000 tested, 0.98% active. MEF GFP-LC3 puncta imaging; test concentration mostly 10 µM;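 active means percentage of spot-positive cells more than 3 SD above its plate mean, without a fluorescence outlier flag or 80% toxicity; inconclusive means no clear call, values can overlap the other calls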;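 further: spot-positive cell cutoff set from DMSO-treated cells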
# WT yeast gro inh: growth inhibition of WT strain, primary screen, mitochondrial fusion inhibitor project, WT and mutant strains, chemical genetic; mitochondrial fusion phenotypic screen; inhibition, % at 10 µM; 190,000 tested, 2.1% active; AID 1362, 2008; in the data active means inhibition above about 58%; tested in S. cerevisiae
# Ins promoter up: insulin promoter activators in MIN6 cells, imaging, high-content screening, mouse beta cells. MIN6 insulin promoter-GFP reporter; stronger effect = higher value. z-score at 5 µM. 190,000 tested, 0.3% active. AID 1625, 2009;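 active means z-score above 3 at 5 µM with at least 500 cells counted in the well; inconclusive means wells under 500 cells, flagged as cytotoxic or low count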
# MT stabilizer: microtubule stabilizers in HeLa cells, primary screen, imaging, high-content imaging. HeLa tubulin immunostaining HCS, 24 h; share of cells brighter than vehicle mean+2SD. % tubulin-high responders, % at 10 µM. 200,000 tested, 0.83% active. AID 2205, 2009;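 active means plate Z-score above 3 for both tubulin-high and condensed-nucleus cell shares, with cell loss under 80%, at 10 µM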;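 further: anti alpha tubulin signal scored within the nucleus-defined area of each cell; some results filed as inactive read as strong as hits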
# West Nile antiviral: West Nile virus antiviral activity, cell-based, CPE readout (AID 1621). West Nile virus-infected cells, CPE inhibition; higher % means a stronger effect. CPE inhibition, % at 10 µM, or IC50 in µM where a hit was titrated. 290,000 tested, 0.02% active; in the data active means a potency from the dose series; inconclusive means CPE inhibition mostly from about 3.7% at the one dose, without a potency; inactive means the rest, 99 in 100 with CPE inhibition below about 2.2%; further: strong numbers were not always called active
# bCat nuc transl: modulators of beta-catenin nuclear translocation, primary screen, imaging, HeLa cells, immunofluorescence, high-content; nuclear translocation activity, % at 5 µM; 190,000 tested, 0.3% active;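 active means nuclear translocation activity above 50% at 5 µM, with a well cell count of 50 or more; inconclusive means wells under 50 cells across six images, flagged as toxic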;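 further: per-cell ratio of nuclear to cytoplasmic median beta-catenin stain intensity; plate controls were DMSO negative control for no effect and GSK-3 inhibitor IX positive control for full effect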
#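 Test system: human HeLa cell line; Doses: 5 µM primary, 0.02–20 µM confirmation; Incubation: 24 h compound exposure, 37°C; Detection: beta-catenin immunofluorescence imaging with DAPI; Read-out: beta-catenin nuclear/cytoplasmic ratio, % activation.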
# Lipid droplet: inhibitors of hepatocyte lipid droplet formation, primary screen, imaging, high-throughput imaging, BODIPY stain. AML12 mouse hepatocytes, oleate lipid droplets. inhibition, % at 6.5 µM. 240,000 tested, 0.4% active. AID 1656, 2009;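 active means lipid droplet intensity inhibited by at least 50%, with more than 500 cells counted; inconclusive means wells with under 300 cells, treated as cytotoxic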
#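 Assay system: AML12 mouse liver cells | Compound: 6.5 µM single-point dosing | Schedule: Overnight exposure | Technique: Fluorescence imaging, 20x objective, two fields per well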
# T cell modulator: modulators of CD8 T cell-vesicle binding, primary screen, mouse 2C CD8+ T cells, flow cytometry. 2C CD8+ T cell-vesicle binding; stronger effect = lower value. AID 2052, 2009. calls only at 7 µM. 330,000 tested, 0.068% active;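 active means response, share of CD8 T cells binding vesicles, and their 90th percentile fluorescence all below set limits, cut at about 80% in these data, passing the limit was not always enough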
#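 Also added: QL9-peptide-loaded Drosophila micro-vesicles bearing Ld, ICAM-1 and B7-1; Test system: purified 2C TCR transgenic mouse naive CD8+ T cells; Measured by: cytometric PE anti-B7-1 and Alexa647 anti-CD8 signals after 1% paraformaldehyde fixation; Timing: binding step 1.5 h, 37 °C, antibody labelling 20 min, ice.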
# WT yeast gro inh mutant strain: further read-out of WT yeast gro inh, marked with its call; inhibition, %; mitochondrial fusion phenotypic screen, mutant strain inhibition
# Ins promoter up cell count: also measured in Ins promoter up; calls as there; cell count; measured here: cytotoxicity, nuclei count;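 total cells summed across four imaged fields per well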
# Lipid droplet cells 6.5 µM: also measured in Lipid droplet; calls as there; cell count; measured here: cell count, cytotoxicity flag;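 cells counted across two imaged fields per well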
# bCat nuc transl cell count 5 µM: second read-out of bCat nuc transl, no call of its own (marks repeat the call); cell count; measured here: cell count, cytotoxicity flag
# T cell modulator vesicle-bound %: recorded beside T cell modulator, whose call it bears; double positive events, %; measured here: CD8+ vesicle-bound cell fraction;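 binding gate set so that unloaded-vesicle control wells show 10% double positive cells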
# MT stabilizer Hoechst-high %: also measured in MT stabilizer; calls as there; % Hoechst-high responders; measured here: nuclear condensation Hoechst responders;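 share of cells brighter than vehicle mean plus two SD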
# MT stabilizer cytotoxicity %: further read-out of MT stabilizer, marked with its call; toxicity, %; measured here: cytotoxicity by cell density;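 0% = mean cell density of plate MIN control wells and 100% = no cells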
# Autophagy mod cell loss 18 h: second read-out of Autophagy mod, no call of its own (marks repeat the call); toxicity, %; measured here: cell loss, nuclei count;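 cell loss after 18 h compound exposure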
# Myeloid diff MLP GFP+ MAC1+ %: recorded beside Myeloid diff MLP, whose call it bears; GFP+ MAC1+ double positive, %; measured here: differentiation confirmed by MAC1 staining
# An asterisk follows results filed as active; i = inactive; u = inconclusive; x = not tested or not shown.
# Below each SMILES – Myeloid diff MLP, Myeloid diff MLP GFP+ MAC1+ %, Autophagy mod, Autophagy mod cell loss 18 h, WT yeast gro inh, WT yeast gro inh mutant strain, Ins promoter up, Ins promoter up cell count, MT stabilizer, MT stabilizer Hoechst-high %, MT stabilizer cytotoxicity %, West Nile antiviral, bCat nuc transl, bCat nuc transl cell count 5 µM, Lipid droplet, Lipid droplet cells 6.5 µM, T cell modulator, T cell modulator vesicle-bound %
CCCN1CCN(CCCNC(=O)Cn2nc(-c3ccc(Cl)cc3)ccc2=O)CC1
    i, 0.3, i, -8.2, -10.6, -1.3, -0.13, 1229, 2.4, 0.6, 9.0, x, x, x, -4.5, 737, i, 26.2
CCOC(=O)C(C)Oc1cccc2c(=O)n(CC(=O)Nc3cccc(OC)c3)ccc12 (stereo not drawn)
    i, 2.9, i, 7.0, -3.9, 3.7, -0.36, 2138, 10.6, 2.9, 6.0, -0.3%, -1.9, 1175, -2.3, 521, i, 50.5
CC(=O)c1ccc(NC(=O)CN2CCOCC2)cc1
    i, 0.9, x, x, x, x, x, x, x, x, x, -0.2%, x, x, -5.4, 813, i, 43.4
O=C(Nc1ccccc1C(=O)O)c1ccccc1
    i, 1.3, i, -5.6, 5.7, 18.5, -0.15, 999, 1.7, 1.3, 8.6, 1.6%, x, x, -2.5, 730, i, 22.7
CC(=O)c1cccc(NC(=S)NC2CC2)c1
    i, 0.4, i, 8.9, -14.4, 11.8, -0.37, 1490, 5.1, 2.7, 5.3, -0.2%, -0.6, 1052, -0.6, 670, i, 29.2
CCOC(=O)N1CCN(C(=O)c2ccc3c(c2)N(Cc2ccc(F)cc2)CCS3)CC1
    i, 5.0, x, x, x, x, x, x, x, x, x, -0.8%, x, x, -38.8, 758, i, 25.6
Cc1ccc(NC(=O)CN(C)C(=O)COC(=O)C(C)(C)Oc2ccc(Cl)cc2)cc1
    i, 4.2, x, x, x, x, x, x, x, x, x, 0.0%, x, x, -1.9, 847, i, 7.7
Cc1cc(C=O)c(C)n1-c1ccc(Oc2ccc([N+](=O)[O-])cn2)cc1
    i, 0.5, i, 9.8, 17.8, -8.0, -0.13, 1151, 3.3, 2.3, 13.9, -0.6%, -1.4, 563, 2.2, 626, i, 44.3
O=C(CSc1nc2scc(-c3ccco3)c2c(=O)n1-c1ccccc1)N1CCOCC1
    i, 0.5, i, -4.4, -0.3, -3.2, x, x, 3.6, 1.7, 7.2, -0.7%, x, x, -22.5, 723, i, 62.6
COC(=O)c1cc(S(=O)(=O)N(C)Cc2ccco2)c[nH]1
    i, 4.0, x, x, x, x, x, x, x, x, x, -0.3%, x, x, 21.4, 703, i, 10.9
O=C(NCC1CCCO1)C1CC1(c1ccccc1)c1ccccc1 (stereo not drawn)
    i, 0.5, i, 37.0, -10.2, -5.6, -0.29, 1490, 6.3, 1.8, 11.3, -0.7%, -0.4, 1135, -17.5, 667, i, 38.0
CN(C)c1cccc2c(S(=O)(=O)N3CCCC3)cccc12
    i, 0.6, x, x, x, x, x, x, x, x, x, -1.3%, x, x, 5.2, 835, i, 18.4
COc1cc(NC(=O)COC(=O)CNC(=O)c2ccc(C)cc2)c(C)cc1[N+](=O)[O-]
    i, 0.7, i, -7.1, -16.9, 1.5, 0.85, 1597, 4.3, 2.3, 14.3, -0.2%, -1.5, 1037, -4.4, 694, i, 58.5
COCCNC(=O)C1(C)C=CC2(CCCCC2)N1C(=O)c1ccccc1 (stereo not drawn)
    i, 0.5, i, 31.8, -8.3, 6.7, 0.18, 1148, 4.4, 3.7, 6.9, -0.4%, -2.2, 510, 21.1, 727, i, 15.1
NC(=O)CN1CCN(S(=O)(=O)c2ccc(Cl)cc2)CC1
    i, 0.2, i, -0.2, 7.8, -2.7, 0.02, 1413, 4.7, 2.8, 25.1, 0.3%, 0.5, 1586, -0.1, 695, i, 38.7
CN1CCN(CC(=O)N/N=C\c2c[nH]c3ccccc23)CC1
    x, x, i, 13.6, -10.4, -2.3, 0.26, 1186, 1.4, 1.3, 7.7, 0.6%, -1.3, 999, -15.8, 579, i, 43.8
Cc1ccc(S(=O)(=O)N2CCN(C3CC(=O)N(CCc4ccccc4)C3=O)CC2)cc1C (stereo not drawn)
    i, 1.8, i, 7.8, -4.6, 11.8, 0.69, 1489, 2.1, 1.5, 10.5, -1.5%, -0.4, 1316, x, x, i, 14.6
CCc1ccc(OCC(=O)Nc2ccc(CN3CCCCC3)cc2)cc1
    i, 0.1, i, 6.1, 20.6, 21.1, 0.58, 1288, 4.0, 2.1, 2.8, -0.1%, x, x, -1.8, 711, i, 62.1
CCOc1ccc2nc(NC(=O)CSc3nc(-c4ccccc4)c(C#N)c(=O)[nH]3)sc2c1
    i, 0.2, i, 19.9, 5.1, 4.2, x, x, 5.5, 1.9, 7.9, -0.1%, -1.0, 1054, -5.6, 680, x, x
O=C(NCCO)/C(=C\c1ccc([N+](=O)[O-])o1)NC(=O)c1ccccc1
    i, 1.1, i, -7.5, -10.8, -14.7, 0.23, 1520, 2.6, 1.7, 6.6, -0.4%, 1.4, 1098, -3.1, 672, i, 28.2
COc1ccccc1C(=O)Nc1nsc(-c2ccccc2)n1
    i, 1.6, x, x, x, x, 0.05, 1021, x, x, x, 0.0%, -1.0, 1369, 13.5, 725, i, 50.5
COc1ccc(C(c2nnnn2C2CCCCC2)N2CCN(c3ccc(OC)cc3)CC2)cc1 (stereo not drawn)
    i, 1.1, i, 0.9, 43.1, 10.6, -1.36, 1149, 17.0, 4.8, 20.9, 0.1%, -4.9, 1206, 1.7, 773, i, 12.3
Cn1ccnc1SCC(=O)c1cccc(Br)c1
    i, 5.2, i, -11.5, 0.0, 7.9, 0.09, 818, 1.7, 0.6, 4.4, 0.1%, 2.9, 1129, 3.4, 779, i, 47.6
O=C1CC2c3ccccc3C1C1C(=O)N(CCO)C(=O)C21 (stereo not drawn)
    i, 0.5, i, -15.9, -22.4, -13.7, 0.19, 1341, 2.9, 2.4, 8.6, 0.4%, -1.1, 1088, 0.5, 710, i, 51.8
O=C(CC(C(=O)O)C1CCCO1)NCCc1ccc2c(c1)OCO2 (stereo not drawn)
    i, 1.3, i, 8.3, 38.5, 30.3, x, x, 4.4, 2.5, 3.8, 0.7%, -2.6, 1141, x, x, i, 53.2
Cc1ccc(-c2n[nH]c(=O)c3ccccc23)cc1S(=O)(=O)NCCO
    i, 1.9, i, -2.8, -1.7, -7.1, 0.23, 817, 1.7, 1.3, 4.3, 0.9%, -1.2, 1079, 0.8, 770, i, 40.5
Cc1onc(-c2ccccc2)c1C(=O)Nc1ccccc1NC(=O)c1c(-c2ccccc2)noc1C
    i, 0.3, x, x, x, x, x, x, x, x, x, 0.6%, x, x, 11.1, 813, i, 23.3
C#CCOc1c(Cl)cc(/C=N/NC(N)=S)cc1OCC
    i, 1.3, i, -9.3, -4.4, -7.7, -0.34, 1120, 6.6, 3.2, 6.0, -1.1%, -1.7, 430, -29.6, 684, i, 47.2
COc1ccc(NC(=O)CCN2C(=O)c3ccccc3S2(=O)=O)cc1
    i, 5.9, i, 30.3, 2.9, -8.1, -0.78, 1817, 1.3, 1.9, 7.0, -0.1%, -0.3, 1087, -11.8, 604, i, 35.6
COc1ccc(NC(=O)Cc2coc3ccc4ccccc4c23)cc1S(=O)(=O)N1CCOCC1
    i, 0.4, i, 2.0, -16.9, 11.6, 0.63, 1319, 3.3, 2.4, 0.9, -0.9%, 1.1, 850, 31.9, 690, i, 38.1
Cc1ccc(NC(=O)O/N=C/c2ccc(F)cc2)cc1
    i, 0.8, x, x, x, x, x, x, x, x, x, -0.7%, x, x, -5.8, 774, i, 63.6
O=C(Nc1ccc(N2CCOCC2)cc1)c1cc2ccccc2o1
    i, 0.4, i, 10.7, -10.3, -2.2, 0.87, 1445, 4.2, 0.4, 7.3, -0.4%, 1.3, 901, -1.3, 695, i, 49.0
CC(NC(=O)CN1CCN(c2ccc(Cl)cc2)CC1)c1ccccc1 (stereo not drawn)
    i, 0.4, x, x, x, x, x, x, x, x, x, -1.4%, x, x, 3.5, 809, i, 14.6
COc1cc(NC(=O)CN(C)S(=O)(=O)c2cccs2)cc(OC)c1
    u, x, x, x, x, x, x, x, x, x, x, -0.1%, x, x, -8.3, 694, i, 25.3
CCOC(=O)Cn1c(C)c(Br)c(=O)c2cccc(C)c21
    i, 0.5, i, -12.3, 6.7, -19.0, 0.87, 1276, 3.2, 2.1, 4.5, 0.2%, -1.1, 849, x, x, i, 34.9
CCOc1ncccc1C(=O)N(C)CC(=O)Nc1ccc(F)cc1
    i, 0.1, i, -12.3, -10.6, 6.5, -0.02, 1472, 1.9, 3.4, 15.7, 0.0%, -1.5, 1066, 6.9, 699, i, 28.7
Cc1ccc(OCC(=O)N(C)CC(=O)Nc2ccc(F)cc2)c([N+](=O)[O-])n1
    i, 1.0, i, 13.1, -0.7, -7.9, 0.16, 1300, 3.5, 1.3, 10.2, -0.4%, -3.9, 587, -3.4, 706, i, 54.1
CCOCCCNCC(=O)Nc1ccccc1N1CCOCC1
    i, 9.3, i, 0.3, -10.9, -6.3, -0.28, 1119, 2.2, 1.0, 7.6, -0.4%, -6.7, 1008, x, x, i, 13.2
O=S(=O)(c1cc(Cl)sc1Cl)N1CCCC1
    i, 1.0, x, x, x, x, -0.03, 1446, x, x, x, 0.0%, 1.0, 1119, 27.0, 637, i, 57.1
